# bIAP inh: blocks bovine intestinal alkaline phosphatase activity. inhibition, % at 20 µM. AID 1019. purified bovine IAP, CDP-star luminescence, 30 min. 190,000 tested, under 10 active;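 active = over 50% inhibition of intestinal alkaline phosphatase at 20 µM in the single-dose screen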
#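 Assay system – bovine IAP enzyme · Quantity – bovine IAP at 1/65,000,000 final dilution · Detection – CDP-star luminescence signal · Times – 30 min reaction at room temperature · Also added – CDP-star substrate at 30 µM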
# bIAP act: intestinal alkaline phosphatase (bovine) activation. purified bovine IAP, CDP-star luminescence, 30 min; stronger effect = higher value; fold of DMSO-control signal, blank-subtracted. activation factor at 20 µM. 200,000 tested, 0.17% active;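 active = activation factor of 2 or more at 20 µM, a signal rise over negative controls twice the positive control's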
# Diaph act CS: counter-screen for diaphorase-based assays: diaphorase activators and chemical reducers; Diaphorase/resazurin coupled assay, resorufin fluorescence, 16 min; stronger effect = higher value; 1 = vehicle wells, 0 = NADH-free wells; activation factor at 20 µM; 190,000 tested, 0.005% active;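 active = diaphorase activity raised at least twofold by the compound at 20 µM; inactive = activation factor below 2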
#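 System – purified diaphorase enzyme from Clostridium kluyveri · Input – enzyme 0.07 U/mL final · Also added – final NADH 0.114 mM, resazurin 0.1 mM · Measured by – fluorescence of resorufin, 544 nm excitation, 590 nm emission · Timing – 16 min enzyme reaction, ambient temperature · Measure – resorufin increase flagging diaphorase activators or reducers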
# TNAP inh hi DEA: inhibitors of human TNAP at high phosphate acceptor concentration. P05186. purified TNAP, CDP-star luminescence, 1 M DEA. inhibition, % at 20 µM. 200,000 tested, 0.03% active;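 active = over 50% inhibition of tissue-nonspecific alkaline phosphatase at 20 µM in the single-dose screen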;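 also: plate controls were DMSO wells for no effect and EDTA-quenched wells as full inhibition for full effect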
# Target sequence (P05186 whole entry, looked up): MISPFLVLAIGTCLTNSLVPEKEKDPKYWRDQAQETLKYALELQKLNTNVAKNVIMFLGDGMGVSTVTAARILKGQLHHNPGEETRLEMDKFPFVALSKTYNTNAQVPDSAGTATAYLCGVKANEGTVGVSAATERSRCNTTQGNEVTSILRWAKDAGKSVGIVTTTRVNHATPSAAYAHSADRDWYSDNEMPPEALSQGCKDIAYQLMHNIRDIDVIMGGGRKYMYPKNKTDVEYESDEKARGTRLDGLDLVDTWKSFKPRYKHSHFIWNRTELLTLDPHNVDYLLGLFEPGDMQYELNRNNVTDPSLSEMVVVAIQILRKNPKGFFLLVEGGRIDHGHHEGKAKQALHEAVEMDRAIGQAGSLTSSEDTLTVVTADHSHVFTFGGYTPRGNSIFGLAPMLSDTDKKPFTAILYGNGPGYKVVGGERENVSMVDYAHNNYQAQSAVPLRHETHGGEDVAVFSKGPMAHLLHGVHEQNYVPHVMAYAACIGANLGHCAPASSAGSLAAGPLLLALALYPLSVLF
# Diaph inh CS: counter-screen for diaphorase-based assays: diaphorase inhibitors and chemical oxidizers. diaphorase resazurin-to-resorufin fluorescence, NADH, 16 min; bacterial (C. kluyveri) enzyme, not human. 190,000 tested, 0.69% active. inhibition, % at 20 µM. AID 1217;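 active = primary screen inhibition at 20 µM above a set limit, cut at about 50% in these data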;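 also: plate controls were DMSO with full reaction for no effect and wells lacking NADH for full effect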
#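 Test system: diaphorase enzyme from Clostridium kluyveri; amount: diaphorase at 0.14 U/mL in enzyme working solution; detection: fluorescence of resorufin formed from resazurin, Ex 544/Em 590 nm; times: reaction incubation of 16 min at room temperature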
# PMI act hi M6P: increases human PMI activity with near-saturating mannose 6-phosphate; P34949; coupled PMI enzyme assay, resazurin fluorescence, 20 min; stronger effect = higher value; 1 = untreated enzyme, 0 = substrate-free blank; activation factor at 20 µM; 190,000 tested, 0.34% active; AID 1216;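 active = activation factor of 2 or more at 20 µM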
# Target sequence (P34949 whole entry, looked up): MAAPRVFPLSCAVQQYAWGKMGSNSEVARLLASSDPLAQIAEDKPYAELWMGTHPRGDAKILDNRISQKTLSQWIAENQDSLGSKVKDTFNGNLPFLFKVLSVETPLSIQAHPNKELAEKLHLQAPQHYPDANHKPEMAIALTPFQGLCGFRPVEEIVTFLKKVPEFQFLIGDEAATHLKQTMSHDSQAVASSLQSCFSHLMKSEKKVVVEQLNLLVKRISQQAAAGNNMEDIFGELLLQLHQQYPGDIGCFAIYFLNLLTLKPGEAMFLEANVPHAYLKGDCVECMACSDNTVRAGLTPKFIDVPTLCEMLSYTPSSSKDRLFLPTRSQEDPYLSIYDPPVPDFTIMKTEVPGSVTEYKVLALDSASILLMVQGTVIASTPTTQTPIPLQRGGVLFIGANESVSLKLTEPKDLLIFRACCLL
#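 Material: human phosphomannose isomerase with PGI, G6PDH, diaphorase coupling enzymes / Reagent: Man-6-P substrate 1.0 mM / Dosing: single compound dose of 20 µM, 1% DMSO final / Incubation: enzyme reaction with compound 20 min at room temperature / Signal: resorufin fluorescence (Ex 544/Em 590 nm) from resazurin via diaphorase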
# TNAP act hi DEA: activators of human TNAP at high phosphate acceptor concentration; purified TNAP, CDP-star luminescence, 1 M DEA, 30 min; stronger effect = higher value; 0 = EDTA background, 1 = DMSO-only activity; P05186; activation factor at 20 µM; 200,000 tested, under 10 active;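 active = activation factor at least 2 at 20 µM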
#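 Measured by: Luminescent substrate turnover signal | Test system: Human TNAP | Input: TNAP 1/800 final | Dosing: 20 µM single point | Schedule: 30 min, room temperature | Controls: EDTA wells as negative control, DMSO wells as positive control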
# PMI activator: phosphomannose isomerase (human) activation; purified human PMI, coupled resazurin fluorescence, 20 min; stronger effect = higher value; 1 = vehicle control, 0 substrate-free wells; activation factor at 20 µM; 190,000 tested, 0.005% active;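 active = activation factor of 2 or more at 20 µM, relative to plate controls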
# Lmaj promast: reduces viability of Leishmania major promastigotes; resazurin fluorescence viability; inhibition, % at 10 µM; 200,000 tested, 9% active; AID 1063; in the data active = inhibition above about 50%;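 also: promastigotes grown with compound for 44 hours at 28 °C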
# TNAP inh no acc: TNAP (human) inhibition, acceptor-free conditions. purified TNAP, CDP-star luminescence, 30 min. inhibition, % at 20 µM. 200,000 tested, 0.26% active. AID 1012;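 active = tissue-nonspecific alkaline phosphatase inhibition above about 50% at 20 µM in the single-dose screen, limit read from the data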;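 also: 0% = DMSO negative control and 100% = EDTA positive control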
# Starred values were filed as active, the others as inactive; x = no result given.
mol	bIAP inh	bIAP act	Diaph act CS	TNAP inh hi DEA	Diaph inh CS	PMI act hi M6P	TNAP act hi DEA	PMI activator	Lmaj promast	TNAP inh no acc
Cc1ccc(NC2=C([N+](=O)[O-])CS(=O)(=O)C2)cc1	0	1	0.9	-3	8	1	1	1	-3	-16
CC(=O)N1CCc2cc(S(=O)(=O)NC(CC(C)C)C(=O)Nc3cc(C)ccn3)ccc21 (configuration not stated)	4	1	0.9	-6	15	0.9	1.1	1	-3	-14
C/C(N)=C(/C#N)C(=O)CSc1nnc(Nc2ccccc2)s1	-2	1	0.9	1	7	1	1	1	54*	8
CCN(CC)CCNC(=O)CSc1c2c(nc3cc(Cl)ccc13)CCCC2	-3	1	0.5	-5	53*	0.4	1	0.7	101*	-9
CCOc1cc(/C=N/NC(=O)CN2CCCCC2)ccc1OCc1ccccc1	0	1	1	-1	4	1.1	1	1.1	3	15
COc1ccc(S(=O)(=O)N(C(C)=O)c2ccc3oc(=O)sc3c2)cc1	38	0.6	0.8	2	17	1	1	0.9	2	8
CC(=O)N1CCN(c2ccc(NC(=S)NC(=O)c3ccccc3)cc2)CC1	-15	1.1	0.8	-1	24	1	1	0.9	-7	2
CCC1Sc2ccccc2N(CC(=O)NC2CCCCC2)C1=O (configuration not stated)	10	0.9	0.9	3	12	0.8	1	1	2	-6
O=C(NN1C(=O)c2ccccc2NC1c1ccco1)c1ccc(Br)cc1 (configuration not stated)	13	0.9	0.9	-2	6	1.2	1	1.1	3	-13
CCCn1nc([N+](=O)[O-])c(C(C#N)c2nc3ccccc3o2)c(Cl)c1=O (configuration not stated)	-4	1	0.8	40	23	0.8	0.6	0.8	-6	36
O=C(/C=C/c1ccccc1Cl)NNC(=O)c1cccs1	-2	1	0.9	-1	15	0.9	1	0.9	-2	-71
O=C(N/N=C/c1cccs1)C(=O)Nc1cccc(Cl)c1	2	1	0.9	-8	5	1	1.1	1	5	-33
COCCN(C(C)=O)c1nnc(-c2cnccn2)s1	6	0.9	0.8	-4	17	0.9	1	0.9	8	-9
CC(C)OC(=O)CSc1nc(C(C)C)nc2ccccc12	3	1	x	-3	x	x	1	x	2	-9
CCc1ccccc1NC(=O)Nc1cc(F)ccc1F	-20	1.2	1.1	-4	-9	1	1	1	30	-5
COC(=O)Cn1c2c(c3cc(C)ccc31)CCCC2	1	1	0.9	-3	13	0.9	1	1	x	-11
O=C(O)CCC(=O)N(Cc1ccco1)c1nc(-c2ccccc2)cs1	0	1	0.9	-1	10	1	1	1	-11	-10
CSc1ccccc1C(=O)Nc1ccc2c(c1)OCO2	-9	1.1	0.9	0	15	1	1	1	2	3
O=C(COC(=O)CCCSc1nc2ccccc2[nH]1)Nc1ccc(Cl)cc1	x	0.3	0.9	-1	14	1	1	0.9	3	-7
CSc1ncc(CN2CCN(C3CCCC3)C(CCO)C2)cn1 (configuration not stated)	-5	1	0.9	-2	7	1.1	1	1	-7	-5
CCCCn1c(SCC(=O)NNC(=O)c2ccco2)nnc1-c1ccco1	-52	1.5	0.9	-1	7	1	1	1	2	-101
Cc1ccccc1NC1=C(Cl)C(=O)N(C2CCCCC2)C1=O	13	0.9	0.9	0	14	1	1	1	37	-1
CC(=O)N[C@@H](C)C(=O)OC(C)C(=O)Nc1cccc([N+](=O)[O-])c1 (some centres not stated)	4	1	1	-5	2	1	1	1	-1	-4
Cc1ccc(-n2ncc3c(=O)n(CC(=O)N4CCN(c5ccccc5)CC4)cnc32)cc1C	-7	1.1	1.1	1	-13	1.1	1	1.2	-7	-5
COc1ccc(CSc2nnc(C)n2N)cc1[N+](=O)[O-]	-2	1	1	-2	2	0.9	1	1	-3	-6
O=C(NO)C1CC2C=CC1C2 (configuration not stated)	7	0.9	0.9	0	6	0.9	1	1	-1	5
COc1ccc(CC(=O)Nc2ccc(C(=O)NC(C)(C)C)cc2)cc1	4	1	0.8	-1	18	0.8	1	0.8	-5	-11
CC(=O)NC(Cc1ccccc1)C(=O)OCC(=O)c1ccc(Cl)cc1 (configuration not stated)	5	0.9	0.9	-8	11	0.9	1.1	1	25	-8
CC(C)c1ccc(C2=C(O)c3ccccc3C(=O)C2=O)cc1	14	0.9	0.8	14	24	0.8	0.9	1	-5	0
COC(=O)[C@H]1[C@H](C(=O)OC)[C@@H](C(=O)OC)N(c2ccc(OC)cc2)[C@@H]1C(=O)OC	0	1	1	-5	3	1.1	1.1	1.1	-6	-9
O=C1CC2(CON=C2c2ccc(F)cc2)C(=O)N1c1ccc(F)cc1 (configuration not stated)	3	1	0.8	-8	16	1	1.1	1	-3	-15
CSc1ccc(/C=N/N2CCN(Cc3ccc(C)cc3C)CC2)cc1	-4	1	1	-6	2	0.9	1.1	1	6	-10
C/C(=N\NC(=S)NC(C)C)c1ccc(C(C)(C)C)cc1	-1	1	0.9	0	14	1	1	0.9	15	-18
Cc1ccc(Cn2ncn3c(cc4ccccc43)c2=O)cc1	8	0.9	0.8	-8	22	0.9	1.1	0.9	5	-11
Cc1cc(C)n2c(=S)[nH]nc2n1	7	0.9	0.7	-3	31	0.4	1	0.3	-8	-2
CCCc1nnc(NC(=O)CCCN2C(=O)c3ccccc3C2=O)s1	14	0.9	0.8	-2	18	0.9	1	0.9	-2	-16
O=C(c1cccc(F)c1)N1CCC(N2CCOCC2)CC1	3	1	0.8	-6	18	0.9	1.1	0.8	62*	-6
O=S(=O)(c1ccc(NC(=S)NN=C2CCCCC2)cc1)N1CCOCC1	-6	1.1	0.8	-1	16	1.8	1	1.7	-6	-29
COc1ccccc1Nc1ncnc2nc[nH]c12	-7	1.1	0.8	-3	18	1	1	1	-2	1
Cc1cc(C)n(-c2nc3ccccc3c(=O)n2OCC(=O)N(C)C)n1	4	1	1	-5	1	1	1	1	-8	-12
CCOC(=O)c1sc(NC(=O)CSc2ncn[nH]2)c(C#N)c1C	5	1	0.9	-4	13	1	1	0.8	-5	3
COc1cc(NC(=O)CSc2ncccc2C(=O)OC(C)C)cc(OC)c1	24	0.8	0.8	-6	20	1	1.1	0.9	-2	-18
COCCCN(CC(=O)O)S(=O)(=O)c1cccc(Cl)c1	-3	1	1	-4	4	1.2	1	1.3	-5	-16
O=C(NC1CCN(C(=S)NCc2ccco2)CC1)C1CCCCC1	13	0.9	0.9	1	13	0.9	1	0.9	-7	-14
O=C(CN(Cc1cccs1)C(=O)CCC(=O)Nc1ccccn1)NCc1ccccc1	1	1	0.9	-5	14	1.1	1.1	1	-2	-12
O=S1(=O)N=C(N(CCO)/N=C/C=C/c2ccccc2)c2ccccc21	0	1	1	1	5	1	1	0.9	53*	-6
O=C1CCc2cc(S(=O)(=O)N3CCCC3C(=O)NC3CCCCCCC3)ccc2N1 (configuration not stated)	2	1	0.9	-2	11	1	1	1	-3	-12
C=C(C)CNC(=S)NNC(=O)c1ccco1	-47	1.5	0.9	1	6	0.9	1	0.9	-2	-30
CC(C)(C)OC(=O)C1C(=O)CC(C)(O)C(C(=O)OC(C)(C)C)C1c1cccnc1 (configuration not stated)	-3	1	1	-4	2	1.1	1	1.1	-8	-18
CCOc1ccc(/C=N/NC(=O)Cc2csc(Nc3cccc(C(F)(F)F)c3)n2)cc1	3	1	0.9	0	6	1	1	0.9	12	-1

# Remaining list, next part:
mol	bIAP inh	bIAP act	Diaph act CS	TNAP inh hi DEA	Diaph inh CS	PMI act hi M6P	TNAP act hi DEA	PMI activator	Lmaj promast	TNAP inh no acc
Cc1ccc(/C=N/Nc2ccc(C(=O)O)cc2)s1	-18	1.2	1	-4	-4	1.7	1	1.7	-18	-13
CCc1cccc2c(C(=O)CSc3nnc(-c4ccoc4C)n3C)c[nH]c12	0	1	0.7	-3	27	1	1	1	13	-6
COC(=O)c1cc(=O)n(-c2ccc(F)cc2)c(=Nc2ccc(F)cc2)s1	18	0.8	0.9	-5	13	0.9	1	0.9	92*	-7
CC(=O)c1sc(Nc2ccccn2)nc1C	14	0.9	0.8	-8	16	0.9	1.1	1	1	-6
O=C(O)c1ccc(COc2ccccc2/C=C2/NC(=O)N(c3cccc(Cl)c3)C2=O)cc1	31	0.7	0.8	-2	16	0.9	1	1	28	-11
N#Cc1nc(-c2cccs2)oc1N1CCN(Cc2ccccc2)CC1	6	0.9	0.9	-2	12	0.9	1	0.8	7	-4
COc1ccccc1CNc1nc2nc(C)c(C)c(=O)n2[nH]1	7	0.9	1	-7	4	0.9	1.1	0.9	-9	-19
CCOC(=O)N1CCN(C(=O)/C=C/c2c(C)nn(-c3ccc(F)cc3)c2Cl)CC1	2	1	0.9	-3	6	1.1	1	1	13	-14
Cc1ccc(NC2CC(=O)N(c3ccc(N4CCCCC4)cc3)C2=O)cc1 (configuration not stated)	12	0.9	1	2	-2	1.1	1	1	-5	-7
COc1ccc(C2C(C(=O)O)c3ccccc3C(=O)N2C)cc1Br (configuration not stated)	-5	1.1	1	-2	-4	1.7	1	1.4	0	-8
COC(=O)c1cn(NC(=O)C2CCCCC2)c(=O)c2ccccc12	2	1	0.8	-4	16	0.8	1	0.9	-9	-10
COc1ccc2[nH]c(C)c(CCNC(=S)Nc3cccc(C)c3)c2c1	-24	1.2	1	-3	5	1	1	1	19	-8
CCC(c1nnnn1CC1CCCO1)N(CCN1CCOCC1)Cc1cc2cc(C)ccc2[nH]c1=O (configuration not stated)	4	1	0.9	-6	8	1.2	1.1	1.1	-5	-9

# Reformatted: entries from further up
> CSc1ccccc1C(=O)Nc1ccc2c(c1)OCO2
  bIAP inh: -9 | bIAP act: 1.1 | Diaph act CS: 0.9 | TNAP inh hi DEA: 0 | Diaph inh CS: 15 | PMI act hi M6P: 1 | TNAP act hi DEA: 1 | PMI activator: 1 | Lmaj promast: 2 | TNAP inh no acc: 3

> O=C(COC(=O)CCCSc1nc2ccccc2[nH]1)Nc1ccc(Cl)cc1
  bIAP inh: x | bIAP act: 0.3 | Diaph act CS: 0.9 | TNAP inh hi DEA: -1 | Diaph inh CS: 14 | PMI act hi M6P: 1 | TNAP act hi DEA: 1 | PMI activator: 0.9 | Lmaj promast: 3 | TNAP inh no acc: -7

> CSc1ncc(CN2CCN(C3CCCC3)C(CCO)C2)cn1 (configuration not stated)
  bIAP inh: -5 | bIAP act: 1 | Diaph act CS: 0.9 | TNAP inh hi DEA: -2 | Diaph inh CS: 7 | PMI act hi M6P: 1.1 | TNAP act hi DEA: 1 | PMI activator: 1 | Lmaj promast: -7 | TNAP inh no acc: -5

> CCCCn1c(SCC(=O)NNC(=O)c2ccco2)nnc1-c1ccco1
  bIAP inh: -52 | bIAP act: 1.5 | Diaph act CS: 0.9 | TNAP inh hi DEA: -1 | Diaph inh CS: 7 | PMI act hi M6P: 1 | TNAP act hi DEA: 1 | PMI activator: 1 | Lmaj promast: 2 | TNAP inh no acc: -101
